MC4R barr agon = MC4R agonists recruiting beta-arrestin, primary screen, cell-based, luminescence, agonist arm of biased-ligand search. Melanocortin receptor 4 (Homo sapiens), P32245. U2OS MC4R beta-arrestin complementation; percent of melanotan II response, DMSO zero. activation, % at 8.9 µM. 360,000 tested, 0.98% active;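 active = activation above a per-plate cutoff, the mean activation of sample wells on that plate plus 3 SD, cut at about 8% in these data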
Target sequence (P32245 whole entry, looked up): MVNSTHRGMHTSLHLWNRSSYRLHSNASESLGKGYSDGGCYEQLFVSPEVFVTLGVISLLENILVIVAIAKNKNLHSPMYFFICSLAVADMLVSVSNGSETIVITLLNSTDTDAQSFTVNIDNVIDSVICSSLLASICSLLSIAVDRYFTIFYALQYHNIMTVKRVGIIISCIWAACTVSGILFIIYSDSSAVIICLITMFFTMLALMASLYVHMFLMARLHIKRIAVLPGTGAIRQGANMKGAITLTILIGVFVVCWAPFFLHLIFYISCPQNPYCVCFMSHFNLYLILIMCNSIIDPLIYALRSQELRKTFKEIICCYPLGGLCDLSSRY
MC4R antag cAMP = MC4R antagonists of cAMP signaling, primary screen, cell-based, TR-FRET, antagonist arm of biased-ligand search | Melanocortin receptor 4 (Homo sapiens), P32245 | MC4R-expressing cells, MTII-stimulated cAMP, LANCE TR-FRET | inhibition, % at 6.5 µM | 360,000 tested, 0.48% active;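 active = inhibition above its plate's cutoff, the mean of tested wells on that plate plus 3 SD, cut at about 29% in these data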;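 also: 0% = Melanotan II alone and 100% = Melanotan II plus saturating MCL0020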
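Assay system: U2OS cells stably expressing human melanocortin 4 receptor (MC4R) / Dosing: 6.5 µM / Timing: compound 30 min, challenge 1 h, detection 1 h / Measured by: Eu-cAMP/anti-cAMP TR-FRET, emission 671 nm / Replicates: singlicate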
H9c2 protect = cardioprotection against H2O2-induced cell death, primary screen, uHTS, H9c2 cells, ATPLite luminescence; H9c2 cardiomyocytes, H2O2 injury protection, 2 h; protection from H2O2 cell death, % at 20 µM; 360,000 tested, 0.63% active; AID 588492, 2011;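 active = compounds giving at least 50% protection of heart cells from peroxide-induced death in the single-dose screen, raw or plate-pattern-corrected value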;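 also: 0% = DMSO wells with peroxide and 100% = DMSO wells without peroxide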
Glyco luc inh = increase of ERlucT glycosylation luciferase signal, primary screen, N-linked glycosylation inhibitor project, D54 ERlucT cells, luminescence, set 2. AID 588692, 2011. 360,000 tested, 0.23% active. D54 ERlucT glycosylation luciferase reporter, 24 h; percent of 100 nM tunicamycin response. reporter increase, % at 12.5 µM;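 active = mean luciferase reporter signal, scaled so untreated is 0 and the glycosylation-blocking control 100, at or above a set limit in every replicate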;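 also: luciferase carries N-glycosylation sites so blocking glycosylation raises the light; 0% = median of neutral control wells and 100% = median of 100 nM tunicamycin wells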
TLR9-MyD88 block = inhibitors of TLR9-MyD88 association in cells, primary screen, cell-based, CHO, BLA complementation, fluorescence; Toll-like receptor 9 (Homo sapiens) + Myeloid differentiation primary response protein …; CCF4 FRET ratio; inhibition, % at 4.98 µM; 340,000 tested, 0.21% active;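 active = inhibition above the mean over all tested compounds plus 3 SD, cut at about 21% in these data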;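 also: 0% = DMSO only wells and 100% = clavulanate BLA inhibitor control wells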
HTR2A ag = mouse Htr2a agonists via beta-arrestin recruitment, primary screen, cell-based, luminescence | CHO-K1 mHTR2A beta-arrestin complementation; percent of 30 µM serotonin response | activation, % at 7.6 µM | 360,000 tested, 0.66% active;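 active = activation above a run cutoff, the mean activation of all tested compounds plus 3 SD, cut at about 14% in these data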;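 also: 0% = plate median of compound wells and 100% = 30 µM serotonin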
NCOA2 inhibitor = inhibition of GAL4-SRC2 driven luciferase reporter, primary screen, SRC2 inhibitor project, cell-based, luminescence | Nuclear receptor coactivator 2 (Homo sapiens), Q15596 | HEK293 GAL4-SRC2 luciferase reporter | inhibition, % at 9 µM | 370,000 tested, 0.17% active;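 active = inhibition above the mean inhibition of all tested compounds plus 3 SD, set per campaign, cut at about 52% in these data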;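 also: 0% = DMSO treated cells and 100% = cells given Gossypol at 36 µM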
NOD2 RIPK2 PPI = NOD2-RIPK2 binding disruptors in cells, primary screen, fluorescence, CHO cells, BLA complementation | AID 624267, 2012 | Receptor-interacting serine/threonine-protein kinase 2 (Homo sapiens), O43353 | inhibition, % at 4.98 µM | 360,000 tested, 0.38% active | CCF4 ratio; in the data active = inhibition above about 21%;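 also: 0% = vehicle only and 100% = reference blocker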
Target sequence (O43353 whole entry, looked up): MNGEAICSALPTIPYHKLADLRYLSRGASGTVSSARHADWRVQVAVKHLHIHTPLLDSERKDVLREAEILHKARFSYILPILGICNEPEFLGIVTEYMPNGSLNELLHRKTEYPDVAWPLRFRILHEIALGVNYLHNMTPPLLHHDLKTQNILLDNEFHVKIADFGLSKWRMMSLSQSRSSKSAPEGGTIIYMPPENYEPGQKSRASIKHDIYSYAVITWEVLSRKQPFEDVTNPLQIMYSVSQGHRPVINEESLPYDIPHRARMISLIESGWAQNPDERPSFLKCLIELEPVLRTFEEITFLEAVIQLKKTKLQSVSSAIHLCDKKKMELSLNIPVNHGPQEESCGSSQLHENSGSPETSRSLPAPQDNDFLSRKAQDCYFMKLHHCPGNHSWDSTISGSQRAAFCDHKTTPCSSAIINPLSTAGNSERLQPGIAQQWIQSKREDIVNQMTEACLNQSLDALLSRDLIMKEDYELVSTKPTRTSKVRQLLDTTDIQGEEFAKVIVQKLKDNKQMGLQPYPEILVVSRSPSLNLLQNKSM
ABCB6 inh 2 = ABCB6 transporter inhibitors, primary screen, K562-ABCB6 cells, flow cytometry, MLPCN library. ATP-binding cassette sub-family B member 6 (Homo sapiens), Q9NP58. K562-ABCB6 porphyrin accumulation, 1 h; hits give low values. fluorescence ratio to DMSO, % at 10 µM. 360,000 tested, 0.19% active;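 active = fluorescence ratio to DMSO below 75%, the collection mean minus 3 SD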;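 also: signal is porphyrin accumulated inside mitochondria; 100% equals median channel fluorescence of DMSO control wells; lower ratio means ABCB6 inhibition with less porphyrin fluorescence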
ABHD5 PLIN5 PPI = ABHD5-PLIN5 interaction inhibitors, primary screen, cell lysate, split luciferase complementation, luminescence; Perilipin-5 (Homo sapiens) + 1-acylglycerol-3-phosphate O-acyltransferase ABHD5 (Homo …; Split G. princeps luciferase complementation, 4 h; inhibition, % at 4 µM; 360,000 tested, 0.78% active; AID 602281, 2012;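 active = inhibition above the mean inhibition across every tested compound plus 3 SD, cut at about 22% in these data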;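 also: 0% = DMSO only wells and the 100% control is not disclosed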
Active calls of the source: *; . = no result given. An excerpt; rates above refer to the full screens.

SMILES | MC4R barr agon | MC4R antag cAMP | H9c2 protect | Glyco luc inh | TLR9-MyD88 block | HTR2A ag | NCOA2 inhibitor | NOD2 RIPK2 PPI | ABCB6 inh 2 | ABHD5 PLIN5 PPI
CCCCn1c(N)c(N(CC(C)C)C(=O)CSCC(=O)Nc2cccc(C)c2)c(=O)[nH]c1=O | -1.0 | 3 | 3 | -2 | 8 | 2 | 0 | -8 | 98 | 12
COc1cccc(C(=O)Nc2nnc(S(=O)(=O)N3CCCCC3)s2)c1 | 1.9 | 10 | -12 | 1 | -3 | 2 | -13 | -10 | 103 | 7
Cc1c(Br)c([N+](=O)[O-])nn1C(C)C(=O)Nc1ccc2c(c1)OCO2 (stereo not given) | -0.6 | 9 | 1 | -4 | 4 | -1 | 25 | -10 | 93 | 5
CCOC(=O)C1=CN(Cc2cccc(-c3ccc(Cl)nc3)c2)S(=O)(=O)N(C)C1C (stereo not given) | -2.5 | 7 | -8 | -3 | -4 | 0 | -46 | -3 | 99 | -13
CC(=O)NC(=S)Nc1cc(C(=O)O)ccc1Cl | -2.0 | 7 | -1 | 0 | 4 | -3 | -1 | 11 | 96 | -1
O=C(CN1CCN(c2ccc(O)cc2)CC1)N(C1CC1)C1CCS(=O)(=O)C1 (stereo not given) | -0.6 | 0 | 1 | 0 | -7 | -4 | -25 | -11 | 98 | 4
CC(C)CN(C(=O)COC(=O)C12CC3CC(CC(Cl)(C3)C1)C2)c1c(N)n(Cc2ccccc2)c(=O)[nH]c1=O | 0.7 | 12 | -18 | 0 | -3 | -2 | 10 | -2 | 104 | 1
CC(C)COC(=O)c1ccc(NC(=O)C2C3C=CC(C3)C2C(=O)O)cc1 (stereo not given) | -0.7 | 5 | 8 | -3 | -1 | -2 | -55 | 1 | 96 | -1
Oc1ccccc1-c1ccn[nH]1 | -1.6 | 0 | 13 | -2 | -11 | 6 | 5 | 0 | 97 | -2
CCOCCCn1c(SCC(=O)Nc2ccccc2)nc2ccccc2c1=O | -1.4 | 9 | 8 | -1 | 6 | -4 | 24 | 5 | 91 | -1
CCOc1cccc(CN2CCC(CCC(=O)NC3CC3)CC2)c1O | 0.8 | 16 | 4 | 1 | -4 | -3 | 5 | -14 | 100 | -6
COc1ccccc1C(O)(C(=O)N(NC(C)=O)c1ccccc1)c1ccccc1OC | -1.9 | 15 | 5 | 4 | -2 | 7 | -14 | -10 | 93 | 1
CCOC(=O)c1nn(-c2ccc(F)cc2)c(-c2ccccc2)c1C(=O)c1ccccc1 | -0.1 | 18 | -3 | -5 | 0 | 0 | 3 | -3 | 93 | -5
CCOc1ccc(Nc2ccnc3cc(Cl)ccc23)cc1 | 2.2 | -2 | -12 | -3 | -5 | -11 | -23 | 2 | 97 | 8
CC(=O)Nc1ccc(S(=O)(=O)NCCc2cn3nc(C)c(C)nc3n2)cc1 | -1.5 | 0 | -1 | 1 | -6 | 8 | 3 | -7 | 110 | -3
CC(=O)CC(c1ccccc1)S(=O)(=O)c1ccc([N+](=O)[O-])cc1 (stereo not given) | 1.0 | 5 | -1 | 2 | -17 | 1 | -1 | -17 | 127 | 7
NC(N)=NN=C1CCC(c2ccccc2)CC1 (stereo not given) | 1.5 | 16 | 8 | -1 | -10 | -6 | 6 | -4 | 98 | 3
COc1ccc(NC(=O)c2ccc(N3C(=O)C4CC=C(C)CC4C3=O)cc2)c(OC)c1 (stereo not given) | -0.5 | 12 | 18 | -3 | 0 | 0 | -22 | 0 | 81 | -7
OC1COC(OCC2OC(OCc3ccccc3)C(O)C(O)C2O)C(O)C1O (stereo not given) | 0.7 | 5 | 4 | -2 | 8 | -4 | -8 | -18 | 104 | -6
CSc1ccc(C(=S)N2CCCC2)cc1 | -1.2 | 6 | -3 | 0 | -1 | -2 | -15 | -9 | 103 | -5
Cc1ccccc1OCC(O)Cn1c(=N)n(Cc2ccccc2)c2ccccc21 (stereo not given) | 9.1* | -1 | -18 | -7 | -8 | -11 | 26 | 3 | 93 | 16
O=C(O)CCn1cc(/C=N/O)c(-c2cccc([N+](=O)[O-])c2)n1 | 0.1 | 1 | -6 | 0 | 7 | 2 | 15 | -13 | 90 | -1
CC1CC(c2ccccc2)n2nc(NC(=O)c3cccs3)nc2N1 (stereo not given) | -0.4 | -1 | 9 | 2 | 6 | 4 | -22 | 5 | 94 | 3
CCCCCCCN(C(=O)CCl)c1cccc(C)c1 | 9.0* | 4 | 0 | 7 | -2 | 5 | 6 | -6 | 97 | 4
CCc1ccc2nc(NC(=O)CSCc3c(C)noc3C)sc2c1 | 2.4 | 9 | -4 | -2 | 7 | -3 | -39 | 2 | 96 | 3

Three of the entries above in order of the NCOA2 inhibitor value, rising:
smiles | NCOA2 inhibitor
CCc1ccc2nc(NC(=O)CSCc3c(C)noc3C)sc2c1 | -39
O=C(CN1CCN(c2ccc(O)cc2)CC1)N(C1CC1)C1CCS(=O)(=O)C1 (stereo not given) | -25
CCOCCCn1c(SCC(=O)Nc2ccccc2)nc2ccccc2c1=O | 24

(listing goes on)
SMILES | MC4R barr agon | MC4R antag cAMP | H9c2 protect | Glyco luc inh | TLR9-MyD88 block | HTR2A ag | NCOA2 inhibitor | NOD2 RIPK2 PPI | ABCB6 inh 2 | ABHD5 PLIN5 PPI
Cc1cnc(NC(=O)CSc2ncc(-c3ccccc3)n2Cc2ccco2)s1 | 1.4 | -3 | 6 | -2 | -1 | -5 | 23 | 6 | 93 | -3
CC1CCCC(NC(=O)CSc2nnc(-c3cccnc3)o2)C1C (stereo not given) | -0.9 | 12 | 0 | -2 | 1 | 2 | 3 | -1 | 97 | -14
O=C(O)Cn1cc(/C=C2/NC(=O)N(c3ccc(Cl)cc3)C2=O)c2ccccc21 | 0.7 | 1 | 4 | 5 | 7 | -7 | 23 | -10 | 101 | 0
COc1cccc(-c2nc(COc3ccc(Cl)cc3Cl)no2)c1 | 2.4 | -2 | -2 | 1 | -7 | -5 | 2 | 2 | 93 | -7
Cc1ccccc1OCc1nc2ccccc2c(=O)n1N | -1.9 | 1 | 9 | 0 | -4 | 0 | -25 | -11 | 92 | 5
COCCCNC(=O)/C(C#N)=C/c1ccc(F)cc1 | -0.4 | 7 | -3 | 1 | 4 | 6 | 18 | 1 | 99 | 6
O=C(Cn1cccn1)N1CCCC(N2CCN(c3ccccc3F)CC2)C1 (stereo not given) | -2.7 | 1 | 4 | 0 | 0 | -7 | -11 | 3 | 100 | 4
Brc1cccc(-c2nc3c4ccccc4ccn3c2CC2CCCCC2)c1 | . | . | . | . | . | 0 | -25 | -15 | 124 | -3
CCCCCCC(C)n1[nH]c(=O)cc1N (stereo not given) | 0.0 | -1 | -2 | 0 | 10 | 1 | -26 | 4 | 97 | -1
CCN1CCN(C(=O)C2CCN(Cc3nc(-c4cccc(Cl)c4)oc3C)CC2)CC1 | 0.3 | -2 | 2 | -1 | -10 | 0 | 27 | -5 | 108 | -3
Cc1nc(N2CCCCC2)nc(N2CCCCC2)c1C=O | 2.4 | 0 | 1 | -3 | 2 | 1 | -3 | 2 | 110 | 5
O=C1CC(c2ccco2)Cc2nc(Nc3ccc(F)cc3)ncc21 (stereo not given) | 3.5 | -2 | -4 | 0 | -7 | 1 | -4 | 0 | 90 | 7
CC(C)c1nc2c(c(=O)c3ccccc3n2C)c(=O)n1CCc1ccccc1 | 4.4 | 8 | 3 | -2 | . | 2 | 9 | 0 | 102 | 3
CNc1ccc(C(=O)c2ccccc2C(=O)O)cc1[N+](=O)[O-] | -2.1 | 2 | 6 | -3 | 8 | 19* | 15 | -3 | 98 | 6
Cc1ccc(C(=O)NCC(C)NC(=O)c2ccc(C)c([N+](=O)[O-])c2)cc1[N+](=O)[O-] (stereo not given) | -0.1 | 9 | 10 | 2 | -8 | 0 | -28 | -8 | 99 | -7
Fc1ccccc1Nc1nc(NCc2ccco2)nc(N2CCOCC2)n1 | 0.2 | 2 | -4 | -4 | 0 | -2 | -18 | -10 | 89 | -3
Cc1cccc(NC(=O)c2c(F)c(F)c(F)c(F)c2F)c1 | 1.0 | 4 | -2 | 1 | -2 | 1 | 32 | -6 | 105 | -5
C/C(=N\N=C(c1ccccc1)c1ccccc1)c1cccs1 | 2.4 | -3 | -8 | -3 | -6 | -3 | 11 | -7 | 104 | -12
Oc1cccc(C=Nc2cccc3ccccc23)c1O | -0.3 | -6 | 3 | 6 | -3 | 8 | 6 | -4 | 133 | 3
Cc1cc(OCC(=O)N2CCOCC2)c(C(C)C)cc1Cl | 0.3 | 6 | -4 | 0 | 12 | -1 | -2 | 5 | 103 | 2
CCOc1cc(S(=O)(=O)Nc2ccccc2CC)ccc1Cl | 2.9 | 7 | -13 | -1 | -7 | -3 | 26 | 7 | 98 | -4
CN(Cc1cc2ccccc2[nH]c1=O)C(=O)COc1ccccc1 | -0.5 | 0 | 11 | 0 | -3 | 4 | 4 | 4 | 98 | -4
Cc1cccc2sc(N(CCCN(C)C)C(=O)CN3C(=O)c4ccccc4C3=O)nc12 | 3.1 | 9 | 16 | 0 | -1 | -13 | 1 | 7 | 99 | 18
Nc1ccc(CC2SC(=O)NC2=O)cc1 (stereo not given) | 1.2 | 3 | 6 | 2 | 3 | 1 | -16 | 3 | 93 | 1
CCC1CCCCN1CC(=O)c1c(C)[nH]c2ccc(OC)cc12 (stereo not given) | 0.6 | 2 | 1 | 1 | -5 | -2 | -2 | 7 | 97 | -4
CC(CCc1ccccc1)N1CCN(C)CC1 (stereo not given) | -0.8 | 2 | 2 | -1 | 9 | -4 | -5 | -2 | 96 | 1
COc1ccc(NC(=O)C2C3C=CC(C3)C2C(=O)O)cc1 (stereo not given) | -1.6 | -1 | 2 | 1 | -1 | -1 | 16 | -5 | 95 | -2
COc1ccc(Nc2nc(C)cc(C)n2)cc1Cl | 2.5 | 7 | 0 | 2 | -7 | 2 | -14 | -1 | 101 | -7
Cc1ccc(NC(=O)c2ccc(=O)n(CC(=O)Nc3c(C)cc(C)cc3C)n2)cc1 | -2.1 | 10 | 6 | 2 | 1 | 7 | -5 | 3 | 97 | 0

Screening results from PubChem BioAssay.
